# Screening data as filed in PubChem.
# TrxR1 inh: blocks rat thioredoxin reductase 1; recombinant rTrxR1, NADPH fluorescence consumption, selenite substrate; O89049; Potency, µM (highest dose often 114 µM), without a hit: top-dose activity change, negative = inhibition, hits mostly inhibitors; hit rate 1% among 390,000; note: potency is the fitted concentration of half-maximal effect; % is set by controls: 0 for no effect and ±100 for the full control effect; nearly all actives have a fitted effect of over 65% in size
#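 Rat TrxR1 (90 nM in the dispensed reagent) was pre-reduced with 400 uM NADPH for 5 min at room temperature, then incubated with compound for 15 min. After 400 uM selenite was added, NADPH fluorescence (Ex 340/Em 450 nm) was followed for 8 min.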
# USP1 inh: inhibitors of human USP1/UAF1 deubiquitinase | Potency, µM (doses to about 57.1 µM), inactives show top-dose activity change, negative = inhibition, most hits filed as inhibitors | recombinant USP1/UAF1, Ub-Rhodamine cleavage fluorescence | hit rate 0.23% among 390,000 | O94782; note: potency is the fitted concentration of half-maximal effect; % is set by controls: 0 for no effect and ±100 for the full control effect; nearly all actives have a fitted effect of over 60% in size; inactives centre near -12
#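 1 nM enzyme complex + cpd, 15 min RT; start with Ub-Rho 150nM final; kinetic fluorescence ex 480/em 540, 6 reads q60 s. Buffer 50mM HEPES pH 7.8, 0.5mM EDTA, 0.1 mg/ml BSA, 1mM TCEP, 0.01% Tween-20.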
# HP1b binding inh: blocks HP1-beta chromodomain binding to methylated histone tails. P83916. AlphaScreen HP1-beta / biotin-H3K9me3 peptide binding. Potency, µM (top dose mostly 114 µM), without a hit: at the top dose activity change, negative = inhibition, usual class: inhibitors. hit rate 0.56% among 390,000. AID 540317; note: potency is the fitted concentration of half-maximal effect; nearly all actives have a fitted effect of over 70% in size; inactives centre near 23
#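 HP1-beta protein (50 nM final) preincubated 30 min at room temperature with biotinylated H3(1-18)K9me3 peptide (50 nM) in PBS pH 7.4, 0.01% Tween-20, then compound added for 30 min. AlphaScreen streptavidin donor/nickel chelate acceptor beads (10 ug/mL final), 30 min dark, luminescence read.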
# PI4K2A inh: PI4K2A (human) kinase inhibition | hit rate 0.13% among 420,000 | purified PI4K2A, ADP-Glo luminescence, 1 h; stronger effect = lower value | Q9BTU6 | AID 1346378 | activity change, negative = inhibition, % at 76.9 µM; in the data active = activity change below about -50%; inconclusive = mostly about -30% to -49%;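 note: -100% = wells without enzyme as full effect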
#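 ADP-Glo luminescence measured ADP generated by PI4K2A enzyme (4 ug/mL before mixing) with 1.2 mM PI substrate (pre-mix) and 300 microM ATP (pre-mix). Tris pH7.5 buffer with MgCl2, Triton X-100; 1 h reaction at ambient temperature.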
# TrxR1 substrate: rat thioredoxin reductase 1 substrate activity; hit rate 0.01% among 390,000; purified TrxR1 substrate turnover, NADPH consumption readout; O89049; AID 588456; Potency, µM (highest dose often 114 µM), inactives show at the highest dose activity change, negative = substrate turnover; note: potency is the fitted concentration of half-maximal effect; % is set by controls: 0 for no effect and ±100 for the full control effect; nearly all actives have a fitted effect of over 50% in size
#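 Rat TrxR1, dispensed at 90 nM, was prereduced with 400 uM NADPH (final) for 5 min at ~22 deg C, then incubated with compound 15 min before 400 uM selenite. A first-read NADPH fluorescence drop versus no-compound background flagged substrates.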
# Pin1 inhibitor: inhibitors of human Pin1; Pin1 FP peptide displacement, HiFluor488, 10 min; Potency, µM (top dose mostly 115 µM), inactives show at the highest dose activity, negative = inhibition, usual class: inhibitors; hit rate 0.009% among 390,000; Q13526; active = well fitted inhibition curve with a large enough effect in the polarisation, with a control signal flat, not every such curve was filed as active; inconclusive = small, poorly fitted or top-dose-only effect, or effect the other way, or a change in a side signal; inactive = no such curve, though single readings can be large or run the other way; the % refers to the polarisation; note: potency is the fitted concentration of half-maximal effect; % is set by controls: 0 for no effect and ±100 for the full control effect
# Target sequence (Q13526 whole entry, looked up): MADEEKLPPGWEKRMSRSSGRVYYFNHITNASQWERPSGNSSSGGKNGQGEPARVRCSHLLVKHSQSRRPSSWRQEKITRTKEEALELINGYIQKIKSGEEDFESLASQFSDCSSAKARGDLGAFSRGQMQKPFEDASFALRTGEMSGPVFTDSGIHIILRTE
# Tb PGK inh: inhibitors of T. brucei phosphoglycerate kinase | PGK/GAPDH coupled, Kinase-Glo luminescence, 60 min | Potency, µM (titrated, usually from 57.5 µM), without a hit: at the highest dose activity change, negative = inhibition, hits mostly inhibitors | hit rate 0.043% among 380,000 | AID 602233; note: potency is the fitted concentration of half-maximal effect; % is set by controls: 0 for no effect and ±100 for the full control effect; nearly all actives have a fitted effect of over 60% in size
# Target sequence (P07378 whole entry, looked up): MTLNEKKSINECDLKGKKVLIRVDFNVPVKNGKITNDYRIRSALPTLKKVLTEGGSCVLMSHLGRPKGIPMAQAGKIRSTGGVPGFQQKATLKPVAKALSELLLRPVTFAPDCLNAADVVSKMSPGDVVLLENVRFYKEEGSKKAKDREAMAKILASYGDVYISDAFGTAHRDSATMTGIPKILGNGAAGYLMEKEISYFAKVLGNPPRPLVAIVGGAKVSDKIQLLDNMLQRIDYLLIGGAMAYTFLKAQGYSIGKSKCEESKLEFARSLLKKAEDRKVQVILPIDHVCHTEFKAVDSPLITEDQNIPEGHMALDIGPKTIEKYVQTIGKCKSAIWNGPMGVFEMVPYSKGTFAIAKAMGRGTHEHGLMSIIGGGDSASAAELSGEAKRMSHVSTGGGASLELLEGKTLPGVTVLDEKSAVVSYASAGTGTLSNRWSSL
#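 Recombinant glycosomal PGK reaction used 1,3-bisphosphoglycerate generated in-well by GAPDH (100nM final) in 100mM TEA pH 7.6, 5mM MgCl2, 0.01% Tween-20. After 60 minutes at room temperature, ATP was read by Kinase-Glo Plus luminescence end-point.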
# IDH1 R132H inh: human IDH1 R132H inhibition; O75874; IDH1-R132H enzyme, NADPH consumption, diaphorase/resazurin fluorescence; Potency, µM (series often up to 76.6 µM), for the others: at the top dose activity change, negative = inhibition, hits mostly inhibitors; hit rate 0.093% among 390,000; AID 602179; note: potency is the fitted concentration of half-maximal effect; % is set by controls: 0 for no effect and ±100 for the full control effect; nearly all actives have a fitted effect of over 65% in size
# Target sequence (O75874 whole entry R132H, stated change not applied): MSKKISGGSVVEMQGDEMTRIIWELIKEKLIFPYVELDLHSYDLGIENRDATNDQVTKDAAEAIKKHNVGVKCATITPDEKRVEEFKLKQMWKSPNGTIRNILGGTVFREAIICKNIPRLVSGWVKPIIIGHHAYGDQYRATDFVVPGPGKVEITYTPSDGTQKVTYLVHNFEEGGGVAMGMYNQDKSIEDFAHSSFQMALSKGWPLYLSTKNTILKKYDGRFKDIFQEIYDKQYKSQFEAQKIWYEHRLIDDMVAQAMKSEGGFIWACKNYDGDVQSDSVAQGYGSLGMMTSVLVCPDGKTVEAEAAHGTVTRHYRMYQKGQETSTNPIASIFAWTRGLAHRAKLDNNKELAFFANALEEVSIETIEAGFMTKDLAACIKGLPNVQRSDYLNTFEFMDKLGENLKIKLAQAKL
#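 IDH1-R132H (0.5 ug/mL dispensed) in pH 7.5 Tris buffer was preincubated 30 min with compound, then given a substrate mix of 0.016 mM NADPH and 2 mM alpha-KG for 80 min at room temperature; remaining NADPH was read by diaphorase/resazurin fluorescence.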
# GLS inhibitor: glutaminase GLS (human) inhibition | Potency, µM (series often up to 45.5 µM), without a hit: at the highest dose activity change, negative = inhibition, most hits filed as inhibitors | O94925 | hit rate 0.21% among 410,000 | GLS enzymatic activity, qHTS titration; note: potency is the fitted concentration of half-maximal effect; % is set by controls: 0 for no effect and ±100 for the full control effect
#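 Read-out is an Amplex red fluorescence increase coupled through glutamate oxidase and HRP, measured before and after 30 min room-temperature incubation. hKGA is in 45 mM KH2PO4 (pH 8.2) with 0.02% Tween-20; glutamine added as 1mM solution.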
# Numbers without * were called inactive; i = inactive; ? = inconclusive; . = no result given; [ ] = dose if it differs, or a comment. Unless noted, calls come from the whole dose curve; as a rule, active = well fitted curve in the direction sought with a large enough effect; inconclusive = small, poorly fitted or top-dose-only effect, or another doubt; inactive = no such curve, though single readings can be large; an effect the other way counts as inactive or inconclusive. The list is partial. The share of hits here may be higher or lower than overall.
SMILES,TrxR1 inh,USP1 inh,HP1b binding inh,PI4K2A inh,TrxR1 substrate,Pin1 inhibitor,Tb PGK inh,IDH1 R132H inh,GLS inhibitor
Nn1c(SCC(=O)Nc2nccs2)nnc1C1CC1,15%,-9%,35%,1,-8%,5%,8%,-7%,1%
O=C(O)c1ccc(-n2cncn2)c([N+](=O)[O-])c1,31%,-21%,38%,-6,13%,3%,-4%,10%,-1%
CCc1ccc(-n2c(SCc3cc(=O)n4cc(Br)ccc4n3)nc3[nH]ncc3c2=O)cc1,14%[57.1 µM],-6%,-4%,-2,3%[57.1 µM],15%,2%,-3%,0%
CNC(=S)N(CCc1c(C)[nH]c2ccc(Cl)cc12)Cc1cc(OC)c(OC)c(OC)c1,11%,-30%,0%,4,2%,18%,-7%,-1%,13%
CC(C)Cn1c(=O)c2ccccc2n2c(CCC(=O)NCc3ccc(Cl)cc3)nnc12,20%,-28%,15%,-1,2%,-10%,2%,-5%,-13%
CC12CCC(c3c(C(=O)N4CCOCC4)nn(-c4ccccc4)c31)C2(C)C (configuration not stated),19%[57.1 µM],-18%,43%[activator],0,12%[57.1 µM],3%,6%,6%,-7%
O=c1nccc(Nc2ccccc2)[nH]1,10%[57.1 µM],-18%,33%,4,1%,-3%,-6%,3%,-1%
NNC(=O)c1cc2cc(OC(F)(F)F)ccc2[nH]1,6%[57.1 µM],-18%,36%,0,11%[57.1 µM],3%,-5%,3%,?
CN(C)CCCNC1=CC(=O)OC12CCCCC2,170%[0.457 µM],-13%,52%[activator],0,43%[0.457 µM],-1%,-4%,13%,-2%
O=C(COC(=O)c1cc(=O)[nH]c(=O)[nH]1)NCc1ccccc1,-11%,-16%,28%,-16,-4%,3%,-4%,0%,2%
Cc1ccn2c(NC3CCCCC3)c(C(C)C)nc2c1,-6%,-12%,22%,6,1%,-4%,-4%,13%,15%
O=C(CN(C(=O)CNC(=O)c1cccs1)c1ccc(F)cc1)NC1CCCCC1,2%[57.1 µM],-10%,-22%,1,3%[57.1 µM],9%,2%,-1%,7%
O=C(NCCn1cccn1)C1CCC(=O)N(CCc2ccc(Cl)cc2)C1 (configuration not stated),26%[57.1 µM],-11%,79%[activator],0,-9%[57.1 µM],-9%,-3%,4%,-2%
O=C(Cc1ccccc1)N1CCC(c2ccccc2)C1 (configuration not stated),3%[57.1 µM],3%,2%,0,1%[57.1 µM],7%,i,1%,-7%
Cc1cc(-c2n[nH]c(=S)o2)c(C)n1-c1ccccc1,7%,-2%,-12%,-7,6%,3%,-1%,4%,9%
Cc1ccc(CN(C#N)c2nc(C)cc(C)n2)cc1,19%,-19%,54%[activator],-4,8%,-2%,4%,5%,-7%
C/C(=N\Nc1ncnc2sc(C)c(C)c12)c1ccccn1,-5%,?,9%[57 µM],0,-8%,?,4%,5%,-1%
Cn1c(-c2cccc([N+](=O)[O-])c2)cnc1NCc1cccc(F)c1,8%,-20%,-31%,0,-1%,-10%,0%,12%,-1%
CN(CC(=O)Nc1ccccc1Cl)C(=O)c1ccc(-c2cccc(C(F)(F)F)c2)o1,?,-16%,-6%,3,1%,-1%,-3%,25%,-10%
CCOC(=O)c1c[nH]c(=S)n(-c2ccccc2)c1=O,-6%[57.1 µM],-30%,65%[activator],1,-3%[57.1 µM],?,10%,-7%,1%
COc1ccc(CNC(=O)COc2ccc(S(=O)(=O)N3CCCCC3)cc2Cl)cc1,13%,-24%,30%,-1,-4%,8%,i,8%,-3%
Cc1ccc2cc3c(NC(=O)c4cccnc4)nn(C)c3nc2c1,8%[57.1 µM],-14%,15%,-7,8%[57.1 µM],16%,-1%,2%,9%
O=C(COc1cccc(C(F)(F)F)c1)N1CCN(c2ccc(O)cc2)CC1,-19%[57.1 µM],2%,79µM*,-17,-7%[57.1 µM],0%,i,6%,?
COc1ccccc1NC(=O)C1CCN(S(=O)(=O)c2ccc3c(c2)CC(C)N3C(C)=O)CC1 (configuration not stated),12%,-17%,59%[activator],0,-3%,-4%,i,0%,-3%
CCOC(=O)c1ccc(NC(=O)C2CC(O)CN2S(=O)(=O)c2ccc(C)cc2)cc1 (configuration not stated),7%,-9%,21%,-7,-4%,2%,-4%,20%,11%
COc1ccccc1Nc1nc(-c2c(C)[nH]c3ccccc23)cs1,-5%,-9%,?,0,-6%,6%,-5%,0%,-1%
CCSc1nnc(NC(=O)CSc2nc(CC)nc3c2c(=O)n(C)c(=O)n3C)s1,1%[57.1 µM],-19%,46%[activator],7,5%[57.1 µM],2%,-3%,18%,-7%
O=C(Cn1cnc2c(NCc3ccccc3)ncnc21)NCCN1CCOCC1,3%,-5%,31%,-9,-3%,0%,3%,-10%,9%
CCOc1ccccc1-c1nc2c([nH]1)c(=O)n(C)c(=O)n2C,8%[57.1 µM],-17%,33%[activator],3,56%[activator][57.1 µM],-4%,-4%,-5%,5%
CCCN1C(=O)c2oc3cc(C)cc(C)c3c(=O)c2C1c1ccc(F)cc1 (configuration not stated),0%,-14%,27%,-7,-2%,0%,.,.,-3%
CC(C)(C)N=C1SCC(C)(/C=N/O)S1 (configuration not stated),5%,-9%,14%,0,4%,-5%,-7%,1%,1%
Nc1cc(OC(=O)c2cccs2)nn1S(=O)(=O)c1ccccc1,-1%[57.1 µM],-22%,69%[activator],43,12%[57.1 µM],-6%,i,2%,3%
CCC(Nc1ccc(-c2nc(-c3ccco3)no2)cc1[N+](=O)[O-])c1ccccc1 (configuration not stated),-1%,-9%,44%[activator],-2,-6%,11%,0%,0%,2%
Cc1cc(-c2csc(NC(=O)c3cccc(S(=O)(=O)N(C)C)c3)n2)c(C)n1-c1ccccc1,1%,-10%,23%,-4,-6%,-11%,i,-1%,-2%
CC(C)OCCCNC(=S)NNC(=O)C(c1ccccc1)c1ccccc1,-11%,-9%,35%,-2,-11%,-9%,-9%,-2%,0%
COC(=O)c1[nH]c2ccc(C)cc2c1NC(=O)CN1CCc2cc(OC)c(OC)cc2C1,16%,-18%,16%,2,41%[activator],5%,0%,5%,19%
Cc1ccc(-c2noc(CCC(=O)NCCN3CCN(Cc4ccccc4)CC3)n2)cc1,1%[57.1 µM],8%,5%,-4,-3%,-7%,-4%,7%,7%
COCCn1ccc2c(OCC(=O)Nc3cccc(NC(C)=O)c3)cccc2c1=O,-4%,-7%,6%,-8,2%,0%,i,14%,13%
CC1=NN(c2nc(-c3ccccc3)cs2)C(=O)C1N=Nc1ccccc1 (configuration not stated),-6%,?,-12%,5,-2%,3%,i,-1%,9%
Cc1ccccc1-n1ccnc1SCC(=O)NCC1CCCO1 (configuration not stated),30%,-9%,25%,-3,4%,0%,-1%,-9%,-1%
COc1ccccc1Nc1cc(C)nc2nc(-c3ccccc3)nn12,4%[57.1 µM],-14%,32%,2,2%[57.1 µM],-1%,5%,-1%,23%
CC(C)c1ccc(O)c(C(=O)c2cnn(-c3ccccc3)c2)c1,-7%[57.1 µM],-17%,10%,0,-6%[57.1 µM],3%,-6%,-1%,2%
Cc1ccc(Nc2nc3ccccc3n3cnnc23)c(Cl)c1,-14%,-10%,16%,10,5%,36%[activator],-1%,-8%,2%
CCn1nc(NC(=O)Cc2ccc(OC)cc2)c2cc3cc(C)ccc3nc21,9%,-8%,23%,-5,4%,1%,0%,0%,3%
c1ccc(OCCn2c(COc3ccccc3)nc3ccccc32)cc1,8%,-15%,65%[activator],2,0%,12%,8%,-16%,-3%
O=C1CC(c2nc(-c3ccc(Cl)cc3)no2)CN1c1ccc2c(c1)OCCO2 (configuration not stated),17%[57.1 µM],-1%,7%,-1,-3%[57.1 µM],7%,6%,5%,-11%
Cc1ccc(OCC(=O)Nc2ccc(S(=O)(=O)N3CCOCC3)cc2)c([N+](=O)[O-])n1,7%[57.1 µM],-2%,-19%,-1,-2%[57.1 µM],-1%,-3%,-10%,20%
CCOC(=O)Cn1nnnc1CN(Cc1ccccc1)Cc1cc2cc(CC)ccc2[nH]c1=O,5%,-8%,23%,1,-3%,4%,2%,-2%,8%
CCN(CC)CCCNC(=O)CNC(=S)N(CCCN1CCOCC1)Cc1cccs1,18%[57.1 µM],-9%,1%,-6,-11%[57.1 µM],0%,-2%,2%,4%
CC(/C=N/NC(=O)c1sc(N)nc1C)=C\c1ccccc1,15%,-10%,48%[activator],-1,8%,9%,-5%,0%,0%
O=C(CSc1n[nH]c(-c2ccccc2)n1)NCCCc1ccccc1,10%[57.1 µM],-25%,18%[57 µM],-4,0%[57.1 µM],-7%,i,16%,7%
O=C(CSC1=NS(=O)(=O)c2cc(Cl)ccc2N1)NCc1ccc(F)cc1,-17%,-11%,30%,11,-10%,1%,-7%,0%,2%
CCn1nc(C(=O)Nc2ccc(S(=O)(=O)Nc3ncccn3)cc2)c2ccccc2c1=O,3%[57.1 µM],-15%,32%,-5,-9%[57.1 µM],-2%,i,4%,-7%
